Screening data: PubChem, Sanford-Burnham Center for Chemical Genomics
SENP8 block-1: inhibitors of human SENP8 protease; Q96LD8; purified SENP8, Z-RLRGG-aminoluciferin cleavage, luminescence; inhibition, % at 10 µM; 330,000 tested, 1.2% active; AID 2540; in the data active = inhibition above about 50%
SENP1 inh: SENP1 (human) catalytic domain inhibition | recombinant SENP1 catalytic domain, CyPet-SUMO1-YPet FRET cleavage | inhibition, % at 10 µM | 360,000 tested, 0.21% active | AID 624204;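 active = inhibition at least 30% at 10 µM, raw YFP signal under a set limit, fluorescence ratio 0.5 to 1.5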;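 note: 0% = enzyme with DMSO and 100% = no enzyme wells; some results filed as inactive read as strong as hits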
Target sequence (Q9P0U3 419-644 limits assumed): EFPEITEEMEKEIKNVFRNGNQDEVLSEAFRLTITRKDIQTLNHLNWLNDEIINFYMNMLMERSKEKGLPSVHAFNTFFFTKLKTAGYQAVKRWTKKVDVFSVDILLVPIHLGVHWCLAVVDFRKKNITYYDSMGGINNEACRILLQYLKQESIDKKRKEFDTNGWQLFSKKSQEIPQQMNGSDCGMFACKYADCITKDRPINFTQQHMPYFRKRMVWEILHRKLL
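Test system: hSENP1 catalytic domain, recombinant; Amount: 20 pM final SENP1 enzyme; Medium: Tris pH 8 buffer plus EDTA, NaCl, BME, BSA, NP40, catalase; Schedule: 50 min enzyme reaction, room temperature, light-protected; Technique: FRET fluorescence in CFP and YFP emission channels; Controls: no-enzyme wells low, DMSO-plus-enzyme wells high control.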
APOBEC3G inh: blocks human APOBEC3G single-stranded DNA deamination | inhibition, % at 20 µM | 330,000 tested, 0.28% active | recombinant A3G, ssDNA deamination FAM/TAMRA fluorescence | Q9HC16;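 active = inhibition of at least 40% at 20 µM, with no more than 30% in the related APOBEC3A deaminase screen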;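 note: plate controls were DMSO wells with A3G for no effect and wells lacking A3G enzyme for full effect; some compounds called inactive have numbers as strong as hits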
Target sequence (Q9HC16 whole entry, looked up): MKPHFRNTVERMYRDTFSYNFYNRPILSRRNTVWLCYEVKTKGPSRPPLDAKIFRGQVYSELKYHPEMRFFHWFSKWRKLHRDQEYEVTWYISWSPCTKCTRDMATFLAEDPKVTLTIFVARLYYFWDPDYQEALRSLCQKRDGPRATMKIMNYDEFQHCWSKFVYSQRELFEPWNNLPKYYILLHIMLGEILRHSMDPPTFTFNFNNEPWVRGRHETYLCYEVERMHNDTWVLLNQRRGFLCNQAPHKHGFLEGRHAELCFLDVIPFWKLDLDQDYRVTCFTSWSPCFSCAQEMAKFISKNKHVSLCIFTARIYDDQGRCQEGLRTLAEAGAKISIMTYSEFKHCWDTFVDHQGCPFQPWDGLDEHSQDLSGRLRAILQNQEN
UBC13 polyUb: human UBC13 polyubiquitination inhibition; P61088; UBC13 polyubiquitin chain formation, TR-FRET; inhibition, % at 20 µM; 330,000 tested, 0.47% active; AID 485273; in the data active = inhibition above about 45%, passing the limit was not always enough
Apaf-1 inh: human Apaf-1 inhibition. inhibition, % at 20 µM. O14727. 330,000 tested, 0.71% active. reconstituted apoptosome caspase-3 activity, DEVD-Rh110 fluorescence; active = inhibition of at least 40% at 20 µM;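 note: plate controls were DMSO wells for no effect and DEVD-CHO caspase inhibitor wells for full effect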
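Material: reconstituted apoptosome with Apaf-1, cytochrome c, caspase-9, procaspase-3, dATP. Technique: Rh110 fluorescence intensity. Buffer or medium: pH 7.5 Hepes buffer with CHAPS, BSA, DTT. Times: 30 min plus 50 min, RT.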
SENP6 inh: inhibitors of human SENP6 protease. inhibition, % at 10 µM. 330,000 tested, 1.8% active. Q9GZR1. Recombinant SENP6 catalytic domain, aminoluciferin luminescence;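 active = inhibition above about 50% at the single tested dose, limit read from the data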;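 note: plate controls were DMSO wells with enzyme for no effect and DMSO wells lacking enzyme for full effect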
SENP7 block: SENP7 protease inhibition | Q9BQF6 | recombinant SENP7, Z-RLRGG-aminoluciferin luminescence, 40 min | inhibition, % at 5 µM | 330,000 tested, 1.5% active | AID 434973;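 active = inhibition above about 50% at the single test dose, limit read from the data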;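 note: plate controls were DMSO with enzyme for no effect and no enzyme buffer wells for full effect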
Target sequence (Q9BQF6 706-1050 limits assumed): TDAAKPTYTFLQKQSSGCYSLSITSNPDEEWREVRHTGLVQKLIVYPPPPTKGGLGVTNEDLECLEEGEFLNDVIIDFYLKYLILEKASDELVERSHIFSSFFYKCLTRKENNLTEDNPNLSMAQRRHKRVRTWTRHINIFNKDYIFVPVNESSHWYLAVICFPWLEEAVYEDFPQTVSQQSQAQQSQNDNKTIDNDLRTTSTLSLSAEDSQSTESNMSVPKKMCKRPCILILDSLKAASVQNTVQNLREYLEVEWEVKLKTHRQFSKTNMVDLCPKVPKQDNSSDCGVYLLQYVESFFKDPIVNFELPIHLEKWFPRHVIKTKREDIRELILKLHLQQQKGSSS
SENP8 block-2: blocks human SENP8 cleavage of Nedd8 substrate; AID 602440; inhibition, % at 20 µM; recombinant SENP8, Nedd8 substrate fluorescence; Q96LD8; 360,000 tested, 0.64% active; in the data active = inhibition mostly above about 40%, no sharp cut-off; inactive = mostly below about 27%
* marks the source's active call; other numbers are inactive results; x = no result given.

SMILES	SENP8 block-1	SENP1 inh	APOBEC3G inh	UBC13 polyUb	Apaf-1 inh	SENP6 inh	SENP7 block	SENP8 block-2
CCCCN1C(=O)C2(NNc3ccccc3O2)c2ccccc21 (stereo not drawn)	6	45	43*	-24	14	8	0	-47
Cn1c(CO)cnc1SCc1ccc([N+](=O)[O-])cc1	-5	1	0	-9	5	-10	-5	10
COc1ccc(/C=N/NC2=NCCCCC2)c(OC)c1	1	3	-7	-5	19	0	-9	-139
CCOC(=O)c1ccc(NC(=S)NC(=O)C2CCCC2)cc1	8	-2	-8	-4	16	-5	-4	4
COCCn1c(=S)[nH]c2cc(C(=O)N3CCc4ccccc43)ccc2c1=O	-7	1	-2	0	4	-9	-7	22
Cc1ccc(NC(=S)NCCc2ccc(S(N)(=O)=O)cc2)cc1C	4	1	3	10	2	3	4	12
COc1ccc(C(CNC(=O)c2cccc(N(C)C)c2)N2CCCC2)cc1 (stereo not drawn)	-4	-5	-7	18	12	-16	-3	-215
O=C(NCC1CCCO1)c1cccc(-n2cnnn2)c1 (stereo not drawn)	-8	-1	-5	-5	5	-17	-5	15
CCOC(=O)c1sc2nc(C)nc(NCCc3ccc(S(N)(=O)=O)cc3)c2c1C	2	-7	-7	24	4	-9	2	-320
Cc1ccc2c(c1)C(=O)CC(O)(C(F)(F)F)O2 (stereo not drawn)	-9	4	-8	1	6	-24	-2	-29
O=C(N/N=C/c1cn(CCOc2ccccc2)c2ccccc12)c1ccncc1	-3	2	-6	1	10	-17	4	18
CCCN1CCC(NC(=S)Nc2ccc(S(N)(=O)=O)cc2)CC1	1	-2	-5	-3	6	-9	-4	18
CC(=O)Nc1cccc(NC(=O)CSc2ccc3nnc(CCNC(=O)c4ccccc4)n3n2)c1	-5	1	-2	-4	-1	1	-3	19
CC1CCCCN1C(=O)CSc1nc2cc3c(cc2c(=O)n1Cc1ccc2c(c1)OCO2)OCO3 (stereo not drawn)	1	-2	-8	-12	23	8	0	6
CC(C)CCN1C(=O)CCC1(C)C(=O)NC1CCCCCCC1 (stereo not drawn)	-7	-1	-5	4	-8	7	-2	9
CC1CC(C)CN(C(=O)CCc2nnc3ccc(N4CCCCC4)nn23)C1 (stereo not drawn)	-6	0	-4	3	-14	-6	6	2
CCOc1ccc(NC(=O)c2ccc(NC(=O)CSc3nc4ccccc4c(=O)[nH]3)cc2)cc1	5	-2	-2	0	-30	-2	-1	-5
CN1N=C(C(C)(C)C)CC1=O	-4	x	-12	-8	41*	5	1	x
O=C(O)CCn1c(C2CCCCC2)nc2ccccc21	4	1	-3	13	-22	4	2	15
O=C(COC(=O)COc1ccccc1[N+](=O)[O-])Nc1ccc(S(=O)(=O)N2CCCCC2)cc1	4	5	-3	7	3	9	9	15
Cc1cnc(C(=O)Nc2ccc(C(C)C)cc2)cn1	-12	-1	-5	-2	9	-13	-1	10
COC(=O)c1ccc(CNC(=O)COC(=O)/C=C/c2ccc(OC)c(OC)c2)cc1	-3	3	-4	7	-9	-4	8	-422
Cc1ccccc1N(CC(=O)NCc1ccncc1)S(C)(=O)=O	-2	1	7	-2	-7	-21	10	3
O=C(CN1CCCC1=O)NC1(C(F)(F)F)NC(=O)N(Cc2ccccc2)C1=O (stereo not drawn)	-9	2	1	-5	-19	-23	-15	19
Cc1ccc(C(=O)N/N=C\c2cccs2)cn1	5	0	-7	-16	-4	0	-1	20

Next section; the last three above are carried over.
SMILES	SENP8 block-1	SENP1 inh	APOBEC3G inh	UBC13 polyUb	Apaf-1 inh	SENP6 inh	SENP7 block	SENP8 block-2
Cc1ccccc1N(CC(=O)NCc1ccncc1)S(C)(=O)=O	-2	1	7	-2	-7	-21	10	3
O=C(CN1CCCC1=O)NC1(C(F)(F)F)NC(=O)N(Cc2ccccc2)C1=O (stereo not drawn)	-9	2	1	-5	-19	-23	-15	19
Cc1ccc(C(=O)N/N=C\c2cccs2)cn1	5	0	-7	-16	-4	0	-1	20
CC(OCCN1CCCC1)(c1ccc(F)cc1)c1ccc(F)cc1	3	2	-10	10	-7	-1	1	14
O=c1c2c3c(sc2nc2n1CCCC2)CCC3	-10	-15	0	-4	4	-11	-11	-2
CNCc1cn2cc(Cl)ccc2n1	-6	0	-1	-3	-13	-10	-1	11
COc1cc(NS(=O)(=O)c2ccc(OC)c(C)c2C)c(OC)cc1Cl	-7	0	-2	5	11	-7	10	20
COc1ccccc1NC(=O)c1ccc([N+](=O)[O-])o1	9	x	-10	-10	-6	-2	5	x
Cc1ccc(NC(=O)c2ccccc2Cl)c(Cl)c1	-14	0	-5	6	15	-5	-7	12
COc1ccc(NS(=O)(=O)c2ccc(NS(=O)(=O)c3cccc(C(=O)O)c3)cc2)cc1	5	1	-4	-2	3	-2	2	15
Cc1ccc(NC(=O)c2oc3ccc(S(=O)(=O)N4CCOCC4)cc3c2C)c(C)c1	8	2	-7	14	6	-11	3	14
O=C(COC(=O)c1ccc(Sc2ccccc2)c([N+](=O)[O-])c1)NC1CCCc2ccccc21 (stereo not drawn)	2	2	4	0	12	-3	17	21
COc1ccc(OC)c(NC(=O)NNC(=O)CCCOc2ccc(Cl)cc2C)c1	-2	2	-6	11	13	-8	-3	16
CCOC(=O)c1[nH]c(C)c(C(=O)OCC(=O)NC2CCS(=O)(=O)C2)c1C (stereo not drawn)	-2	2	-7	0	-31	0	1	10
Cc1nn(C(C)C(=O)N2CCc3ccccc32)c(C)c1[N+](=O)[O-] (stereo not drawn)	0	-1	-7	-1	-24	-16	2	12
Cc1ccc(NC(=O)CN2C(=O)NC(Cc3c[nH]c4ccccc34)C2=O)cc1S(=O)(=O)N1CCCCC1 (stereo not drawn)	4	-1	-2	-2	19	5	4	5
CCOC(=O)c1ccc(N2C(=O)CC(N(C)CCc3ccc(OC)c(OC)c3)C2=O)cc1 (stereo not drawn)	0	0	-6	-2	-3	0	-6	19
CCOC(=O)c1ccc(NC(=O)CCNS(=O)(=O)c2cccs2)cc1	3	-2	-1	6	8	-10	-1	-6
COc1ccc(NC(=O)c2cccc(N3C(=O)C4C5C=CC(C5)C4C3=O)c2)cc1 (stereo not drawn)	-8	-1	-6	4	-14	10	-8	4
Cc1ccc(CN2C(=O)C3CCCN3c3ccc(S(=O)(=O)N4CCOCC4)cc32)cc1 (stereo not drawn)	1	x	-3	-2	17	0	-3	x
O=C(CSc1nc2ccccc2c(=O)n1-c1ccccc1)NC(=O)CN1CCCC1=O	-6	0	19	-2	-4	-30	-8	-322
Cc1cc(-c2nnc3n2N=C(c2ccccc2Br)CS3)n[nH]1	-4	3	5	1	5	4	-1	22
N#C/C(=C\c1cccnc1)c1ccccn1	-4	0	-3	-5	10	5	-8	9
CCOc1ccc(NS(=O)(=O)c2c(C(=O)N3CCCCCC3)c(C)n(C)c2C)cc1	-1	2	4	-5	6	3	-5	16
O=C(CC1Sc2ccccc2NC1=O)Nc1cccc(C(=O)O)c1 (stereo not drawn)	3	4	11	-11	-13	1	-6	12
CC(C)CC(NC(=O)c1ccc(Cl)cc1)C(=O)OCc1cc([N+](=O)[O-])cc2c1OCOC2 (stereo not drawn)	2	4	-1	-5	12	14	3	10
O=C(Nc1ccccn1)c1ccc([N+](=O)[O-])cc1Cl	1	1	-3	4	-6	6	0	5
COc1cc(OC)cc(C(=O)NCC(=O)OCC(=O)NC(C)(C)C)c1	-1	-1	-6	-8	-2	-27	4	4
Other compounds:
SMILES	SENP8 block-1	SENP1 inh	APOBEC3G inh	UBC13 polyUb	Apaf-1 inh	SENP6 inh	SENP7 block	SENP8 block-2
Cc1ccc(N=Nc2ccc(N)cc2C)c(S(N)(=O)=O)c1	5	1	0	-56	11	0	0	23
O=[N+]([O-])c1cccc(/C=N/Nc2cc(N3CCOCC3)ncn2)c1	-4	-2	-8	2	6	-14	-2	24
O=C(COC(=O)c1cccc(Cl)c1)Nc1ccc2[nH]c(=O)[nH]c2c1	-7	0	-9	-3	6	-17	-18	10
COc1ccc(OC)c(NC(=O)c2cccc(S(=O)(=O)N3CCN(C(C)=O)CC3)c2)c1	3	2	8	-1	7	-9	5	13
Cc1ccccc1N=Nc1c(O)n(C)c2ccccc12	0	2	22	-2	-6	-1	1	-14
COc1cccc(CN2CC(C(=O)NCCCc3ccc(C)cc3)CCC2=O)c1 (stereo not drawn)	-6	3	-5	8	4	3	2	11
CN1C(C(=O)NCc2ccccc2)CC2Cn3c(nc4cc5ccccc5cc43)C21 (stereo not drawn)	-17	0	-12	5	10	-26	-8	-89
Cc1ccc(NC(=O)C(OC(=O)c2cc(C)oc2C)c2ccccc2)cc1 (stereo not drawn)	1	-3	3	6	11	6	7	8
C=CCN(c1ccc(C(=O)Nc2cc(C)cc(C)c2)cc1)S(C)(=O)=O	4	2	-5	0	-1	8	6	18
CC(CN(C)Cc1ccccc1)OC(=O)c1cccc(F)c1 (stereo not drawn)	0	1	1	-4	-12	2	4	13
CCc1nc(SCc2ccc([N+](=O)[O-])cc2)n[nH]1	4	0	-3	9	2	-3	3	4
CCOC(=O)N=Nc1c(O)n(CC)c2ccccc12	4	1	-10	-1	2	13	4	10
CC(=O)c1ccc(O[C@@H]2O[C@H](CO)[C@@H](O)[C@H](O)[C@H]2O)cc1	-4	x	12	7	10	-7	3	x
COc1cc2c(C#N)c(N3CCc4ccccc4C3)nc(N)c2c(N)n1	80*	-25	-7	-4	94*	83*	38	-265
COC(=O)c1cc(Br)c(=O)n(Cc2ccc(C(=O)O)cc2)c1	-13	-1	-8	8	-5	-15	-4	14
Cc1cc(C)nc(NC(=O)CN2C(=O)c3ccccc3C2=O)n1	2	-3	-4	2	-1	-3	-4	8
CCn1nccc1C(=O)Nc1cc(Cl)ccc1Cl	-11	3	-1	-10	2	-18	-5	23
COc1ccc(S(=O)(=O)N(Cc2ccccc2)c2ccccc2C(=O)Nc2ccccc2C(=O)NCc2ccco2)cc1	-3	0	-1	-17	10	2	-2	-1
O=C1NCCCCC1NS(=O)(=O)c1cccc2ccccc12 (stereo not drawn)	-8	1	-7	1	3	-4	-7	9
CC(Sc1nc(-c2ccccc2)cs1)C(=O)Nc1ccc(Cl)cn1 (stereo not drawn)	-3	0	-2	-14	12	6	2	14
Cn1nnnc1Sc1ncnc2scc(-c3cccc4c3sc3ccccc34)c12	-4	0	12	18	27	-25	2	-20
O=C1CSC(c2cccnc2)N1Cc1ccc(Cl)cc1 (stereo not drawn)	-2	0	12	-3	0	6	0	19
CCOc1cc(/C=N\n2nnnc2N)ccc1O	5	-37	-7	12	3	-16	2	-214
N#CC1=C(N)C(C#N)(C#N)C(c2cccnc2)C2COCC=C12 (stereo not drawn)	-4	-1	-3	0	-8	5	1	-104
Nc1ncnc2c1ncn2[C@@H]1O[C@H](CNC(=O)[C@@H]2CCC(=O)N2)[C@@H](O)[C@H]1O	x	0	2	x	-1	x	-2	9
CCCN1CCN(C(=O)Nc2ccc(OCC)cc2)CC1	0	0	-3	-13	15	-17	-6	21
CC(=O)c1c(C(C)=O)c(C)n(-c2cccc3cccnc23)c1C	-12	2	-9	-8	-14	-12	-17	10
O=C(CN1CCCCC1)NCCNC(=O)CN1CCCCC1	-1	2	-9	-2	-8	-10	4	9
C/C(N)=C(/C#N)C(=O)CSc1cc(Cl)ccc1Cl	-3	0	-1	19	-2	7	-1	18

Shown as a hit in SENP6 inh, among the entries above:
structure,SENP1 inh,APOBEC3G inh,UBC13 polyUb,SENP6 inh,SENP7 block
COc1cc2c(C#N)c(N3CCc4ccccc4C3)nc(N)c2c(N)n1,-25,-7,-4,83*,38
